Assay outcomes deposited in PubChem by National Center for Advancing Translational Sciences (NCATS).
TDP-43 yeast inh – rescues yeast growth from TDP-43 toxicity. TDP-43 expressing yeast growth rescue, BacTiter-Glo, 24 h. Potency, µM (top dose mostly 46.1 µM), for inactives: top-dose growth rescue (activation), most hits filed as activators. actives 1.8% (n = 410,000). AID 652104; also: potency is read from the fitted curve at half-maximal effect; % of control where 0% means no effect; nearly all actives have a fitted effect of over 50% in size
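Galactose-induced TDP-43 yeast, OD600=0.02, compound pinned; 24 hr, 30 deg C; BacTiter-Glo luminescence for growth. Inhibitors of TDP-43 toxicity read as activators.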
PTHR1 agonist – activates the human parathyroid hormone receptor PTHR1. HEK293 GP2 PTHR1 cells, GloSensor cAMP luminescence, 1 h. Potency, µM (titrated, usually from 115 µM), for the others: at the highest dose activation, most hits filed as activators. actives 0.075% (n = 410,000); also: potency is read from the fitted curve at half-maximal effect; nearly all actives have a fitted effect of over 55% in size; some results filed as inactive show a strong effect at the top dose; inactives centre near -15; many of its hits are not listed in these tables
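HEK-293-derived GP2 cells expressing PTHR1 and a GloSensor cAMP reporter, 3,000/well, plated overnight, given luciferin plus IBMX (each 0.5 mM as added) for 1 h at 37 °C, then compound for 1 h at 37 °C. Luminescence was read after 15 min at room temperature.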
KB-V1 MDR tox – KB-V1 MDR subline cytotoxicity. KB-V1 MDR cells viability, CellTiter-Glo, 72 h. Potency, µM (highest dose often 46.1 µM), without a hit: at the highest dose activity change, negative = cytotoxicity, most hits filed as cytotoxic. actives 3.4% (n = 400,000). AID 1347076; also: potency is read from the fitted curve at half-maximal effect; % is scaled to controls: 0 for no effect and ±100 for the full control effect; nearly all actives have a fitted effect of over 60% in size
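Cells of the MDR subline KB-V1 are plated, dosed with compound at multiple concentrations, and incubated 72 h at 37 degrees C; CellTiter-Glo is then added and luminescence read after 10 min.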
GLP1R inv ag – GLP-1 receptor (human) inverse agonism. actives 1.6% (n = 410,000). HEK293 GLP-1R CRE-luciferase, luminescence, 24 h; GLP-1R form is constitutively active. Potency, µM (titrated, usually from 38.3 µM), inactives show at the highest dose activity change, negative = inhibition, usual class: inhibitors; also: potency is read from the fitted curve at half-maximal effect; % is scaled to controls: 0 for no effect and ±100 for the full control effect; nearly all actives have a fitted effect of over 55% in size
Target sequence (P43220 whole entry, looked up): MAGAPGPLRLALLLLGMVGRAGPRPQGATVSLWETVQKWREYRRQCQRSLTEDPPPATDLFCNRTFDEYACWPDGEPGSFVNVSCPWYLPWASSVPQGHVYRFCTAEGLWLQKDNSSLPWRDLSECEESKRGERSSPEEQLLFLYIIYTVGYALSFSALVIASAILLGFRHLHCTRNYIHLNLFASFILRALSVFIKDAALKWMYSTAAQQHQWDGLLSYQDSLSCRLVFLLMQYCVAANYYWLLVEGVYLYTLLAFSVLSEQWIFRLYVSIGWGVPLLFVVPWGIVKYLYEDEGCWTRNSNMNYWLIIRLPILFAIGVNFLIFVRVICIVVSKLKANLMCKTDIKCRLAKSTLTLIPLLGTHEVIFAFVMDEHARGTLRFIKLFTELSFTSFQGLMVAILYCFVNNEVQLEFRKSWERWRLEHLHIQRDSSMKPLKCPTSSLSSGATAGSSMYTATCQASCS
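Luminescence readout: a drop in cAMP-driven luciferase signal flags inverse agonism at a constitutively active GLP-1R stably expressed in HEK293. Compound exposure lasted 24 hr at 37 deg C, 5% CO2.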
GLP1R cytotox – cytotoxicity counter-screen for GLP-1 receptor inverse agonists | HEK293 cAMP-luciferase reporter cells, luminescence, 24 h | Potency, µM (highest dose often 38.3 µM), without a hit: top-dose activity change, negative = inhibition, usual class: inhibitors | actives 0.13% (n = 410,000) | AID 624418;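 also: loss of luciferase light is scored as toxicity; potency is read from the fitted curve at half-maximal effect; % is scaled to controls: 0 for no effect and ±100 for the full control effect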
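MLSMR compounds, 24 hr on cells at 37 deg C/5% CO2; luminescence after luciferase reagent (12 min RT). Inhibition counted as the undesired cytotoxic outcome.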
GLP-1R agonist – agonists of human GLP-1 receptor. P43220. HEK293 GLP-1R CRE-luciferase, luminescence, 4-6 h; cells express a hypersensitive GLP-1R form. Potency, µM (titrated, usually from 45.6 µM), for the others: at the highest dose activation, actives largely listed as activators. actives 0.007% (n = 380,000). AID 624172; also: potency is read from the fitted curve at half-maximal effect; % of control where 0% means no effect
D3 antag – D3 dopamine receptor (human) antagonism; P35462; D3R cells, DiscoveRx beta-arrestin luminescence, antagonist mode; stronger effect = lower value; max response, negative = inhibition, %; actives 2.5% (n = 360,000); AID 652054; in the data active = max response below about -50%; inconclusive = no clear call, values can overlap the other calls; also: % is scaled to controls: 0 for no effect and ±100 for the full control effect; mostly tested at two doses, the higher about 12 µM
Target sequence (P35462 whole entry, looked up): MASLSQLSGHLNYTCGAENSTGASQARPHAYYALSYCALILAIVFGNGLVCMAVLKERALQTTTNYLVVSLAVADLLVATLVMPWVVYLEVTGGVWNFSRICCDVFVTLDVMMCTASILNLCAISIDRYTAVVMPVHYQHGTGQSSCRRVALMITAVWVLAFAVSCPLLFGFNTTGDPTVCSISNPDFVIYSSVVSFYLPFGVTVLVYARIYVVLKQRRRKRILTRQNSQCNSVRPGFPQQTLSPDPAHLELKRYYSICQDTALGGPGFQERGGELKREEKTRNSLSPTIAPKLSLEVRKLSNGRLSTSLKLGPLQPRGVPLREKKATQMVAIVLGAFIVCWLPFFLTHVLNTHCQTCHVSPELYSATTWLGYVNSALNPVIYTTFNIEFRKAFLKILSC
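Cells expressing the human receptor were seeded at 1500 cells/well, incubated overnight at 37 degrees C in 5% CO2, then exposed to library compounds with dopamine controls for 90 minutes at 37 degrees C before luminescent detection.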
DRD3 agonist – activates the human D3 dopamine receptor; actives 0.58% (n = 410,000); D3R DiscoveRx beta-arrestin cells, luminescence, 90 min; max activation, %; in the data active = max activation above about 30%; also: 0% is about no effect; mostly tested at two doses, the higher about 12 µM
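Agonist-mode cell screen: cells plated at 1500/well and incubated overnight at 37 °C, then exposed to library compounds for 90 min at 37 °C. Detection reagent was added for 30–60 min at room temperature, and luminescence was read.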
aSyn yeast inh – rescues yeast growth from alpha-synuclein toxicity. Yeast expressing alpha-synuclein, growth rescue, BacTiter-Glo, 24 h. Potency, µM (titrated, usually from 46.1 µM), for inactives: top-dose growth rescue (activation), actives largely listed as activators. actives 0.14% (n = 370,000); also: potency is read from the fitted curve at half-maximal effect; % of control where 0% means no effect; nearly all actives have a fitted effect of over 65% in size
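Screening used galactose-induced yeast with toxic alpha-synuclein levels, exposed to compound for 24 hr at 30 deg C. Cell growth, read with BacTiter-Glo luminescence, gave the measured signal.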
Numbers without * were called inactive; i = inactive; ? = inconclusive; nt = no result given; & = joins results of further samples; [ ] = dose if it differs, or a comment. Unless noted, calls follow the shape of the dose curve; as a rule, active = well fitted curve in the direction sought with a large enough effect; inconclusive = small, poorly fitted or top-dose-only effect, or another doubt; inactive = no such curve, though single readings can be large; an effect the other way counts as inactive or inconclusive. Only part of the results is shown; count on the stated rates, not on these rows.

SMILES	TDP-43 yeast inh	PTHR1 agonist	KB-V1 MDR tox	GLP1R inv ag	GLP1R cytotox	GLP-1R agonist	D3 antag	DRD3 agonist	aSyn yeast inh
CC(CC(=O)N1CCN(c2ccccc2F)CC1)c1ccccc1 (stereo unspecified)	21%	i	1%	?	14%	0%	9	1	4%
CCOC(=O)C1(Cc2ccc(Cl)cc2)CCN(Cc2nccn2CC)CC1	-15%[0.397 µM]	i	-6%	?	?	26%	-7	-3	-4%
CCc1nc(NCCCCCO)c2nnn(Cc3ccccc3F)c2n1	-8%	i	0%	1%	-11%	29%	-5	-4	-2%
C=CCn1ccc(=NC=C(C#N)C#N)c2ccccc21	6%	i	-5%	5%	?	7%	7	6	3%
CC12CC(NC(=O)N1c1cccc(C(=O)N3CCN(c4ccccc4F)CC3)c1)c1ccccc1O2 (stereo unspecified)	5%	-16%	1%	?	-19%	2%	39	2	-7%
COc1ccc([C@H]2CC(=O)C=C(c3ccc(F)cc3OCc3ccccc3)C2)cc1OC	22%	-31%[inhibitor]	0%	?	1%	?	116	73*	4%
Cc1ccc(-n2ncc3c(NCc4cccnc4)ncnc32)cc1C	-14%	-34%[inhibitor]	?	6%	-3%	6%	7	2	-6%
NC(=O)CSc1nnc(CNc2ccc(F)cc2)n1CC1CCCO1 (stereo unspecified)	-1%	-8%	30%	1%	13%	3%	6	2	1%
O=C(O)CCc1nc2cccnc2n1Cc1ccccc1	-20%	-1%[57.5 µM]	-4%	0%	-9%	-3%	-1	-18	-3%
CCc1cccc(NC(=O)C2CCCN(c3ncnc4onc(-c5ccc(F)cc5)c34)C2)c1 (stereo unspecified)	2%	-6%	15%	?	-15%	nt	nt	1	nt
CCc1nnc(NC(=O)C2Cc3ccccc3CN2S(=O)(=O)c2cccs2)s1 (stereo unspecified)	0%	-11%	?	2%	-12%	-11%	?	9	3%
CCCc1nn2c(N)c(/C=C3\C=Nc4ccccc43)c(=O)nc2s1	8%&-4%	-33%&9%[inhibitor]	7%&-17%	-12%&0%	0%&7%	1%&0%	0&-4	-10&-6	3%&-8%
O=c1[nH]cc(N=Cc2cc(Cl)cc(Cl)c2O)c(=O)[nH]1	16%	-2%	6%	14%	7%	-5%	-67*	-7	7%
CCN(CC(=O)Nc1ccc(Cl)c(S(=O)(=O)N(C)C)c1)Cc1nc2ccccc2c(=O)[nH]1	-6%	-13%	-8%	6%[0.307 µM]	1%[0.307 µM]	2%	-6	-19	0%
Cc1cccc(NC(=O)Cn2c(=O)n(C)c3ccccc32)c1	10%	i	?	-10%	-8%	-10%	11	4	4%
O=C(Nc1noc2ccccc12)c1cccc(F)c1	10%	-34%	nt	11%	-2%	nt	nt	-8	nt
Cc1cc(NCCc2ccccc2F)n2ncnc2n1	8%	i	?	4%	0%	2%	0	4	-5%
CCOc1ccc(N2C(=O)CC(N(Cc3ccco3)C(=O)CC)C2=O)cc1 (stereo unspecified)	0%	i	17%	1%	-22%	0%	9	-3	3%
CCCc1c(-c2cccc(Br)c2)ncn1Cc1ccccc1OC	17%	-1%	18µM*	?	-1%	-6%	11	7	6%
CC1CCN(c2nn3c(=O)c(C(=O)NCCc4ccccc4)cnc3s2)CC1	13µM*	-20%	28%	-7%	-3%	nt	nt	3	nt
FCCCOc1ccc(-c2ccnc3ncnn23)cc1	22µM*	i	-16%	29%	6%	12%	8	6	4%
O=C(CSc1nc(=O)n2ccccc2n1)NCc1ccc(F)cc1	20%	i	?	2%	8%	0%	14	4	-9%
CCN(C(=O)c1ccc(NC(C)=O)cc1)c1ccccc1C	-5%	-12%[57.5 µM]	11%	5%	-1%	-4%	5	-11	9%
Cc1cccc(C)c1NC(=O)Cn1c(=O)c2cccn2c2ccccc21	-8%	-21%	1%	0%	0%	-1%	?	-4	-2%
COCC(=O)N(C)C1(c2nnnn2CCOC(=O)Nc2ccc(Cl)cc2)CCCCC1	17%	i	18%	1%	-10%	-5%	15	2	1%
COC(=O)c1nc2nc(C)cc(C(F)(F)F)n2n1	16%	-18%[57.5 µM]	3%	-12%	8%	3%	-9	-5	1%
O=C(CCCNC(=O)/C(=C/c1ccc(Br)cc1)NC(=O)c1ccccc1)OCc1ccccc1	9%	i	-25%	?	-15%	7%	-3	-6	7%
Cc1oc(-c2cccc(Br)c2)nc1CSc1nc2ncccc2[nH]1	?	-7%	nt	6%	8%	nt	nt	7	nt
CC(=O)N1CCc2c(sc(NC(=O)C3COc4ccccc4O3)c2C(N)=O)C1 (stereo unspecified)	-4%	-5%	?	55%[activator]	-5%	-3%	13	17	0%
CCN(CC)CCN(Cc1cc2cc3c(cc2[nH]c1=O)OCO3)C(=S)NCCCOC	9%	-10%	9%	2%	-4%	6%	-52*	-6	4%
COc1cccc(C(=O)Nc2nc(-c3nnn(-c4cc(C)ccc4C)c3C)ns2)c1	16%	-90%	-10%	-12%	4%	nt	nt	4	nt
CC(C)(C)OC(=O)C[C@@H]1C/C=C\C[C@H](CC(=O)N[C@H](CO)Cc2ccccc2)C(=O)N[C@@H](Cc2ccccc2)COC1=O	?	-10%	0%	?	15%	4%	90	25	3%
CC1(C)Cc2c(C#N)c(SCC(=O)c3ccccc3)nc(N3CCOCC3)c2CO1	18%	i	-6%	0%	17%	3%	102	-4	7%
Cc1ccccc1-n1nc2c(c1NC(=O)c1cc3ccccc3oc1=O)CS(=O)C2 (stereo unspecified)	-6%	-11%	3%	20%	-2%	-3%	17	9	8%
CC(=O)c1ccc(OCCCC(=O)Nc2cccc(S(=O)(=O)N3CCOCC3)c2)cc1	-5%	-15%	-6%	27%	-3%	18%	-3	10	-4%
CCC1Oc2ccccc2N(CC(=O)Nc2ccccc2OC)C1=O (stereo unspecified)	3%	-5%	-11%	0%	-2%	16%	13	18	12%
CC(=O)NC1(C(F)(F)F)N=C2SCCN2C1=O (stereo unspecified)	0%	i	-2%	12%	-11%	-2%	4	2	6%
Cc1ccc(S(=O)(=O)/N=C(/Nc2c(C)n(C)n(-c3ccccc3)c2=O)c2ccc(Cl)cc2)cc1	21%	-3%[57.5 µM]	6%	14%	0%	-9%	-19	2	7%
CC(C)(C)CC(C)(C)n1nnnc1N	-8%	-8%	13%	57%[activator]	-2%	3%	25	-6	5%
Cc1ccc(C(C)C)c(OCC(=O)N/N=C/C2CCCCC2)c1	-9%	-13%	1%	-5%	0%	12%	-15	-3	0%
COc1ccc(OC)c(NC(=O)c2ccc(-n3cccn3)nc2)c1	13%	i	-15%	3%	-4%	-9%	12	-2	-9%
Cc1nc([N+](=O)[O-])cn1CC(=O)Nc1ccc([N+](=O)[O-])cc1	-1%	i	?	5%	-1%	-1%	-16	-2	-10%
O=C(C[C@H]1C[C@@H]2c3cc(NC(=O)C4CCC4)ccc3O[C@@H]2[C@H](CO)O1)NC1CCCCC1	0%	-28%	11%	11%	-23%	15%	11	-7	1%
Cc1ccc(N2C(=O)C3CC(c4ccccc4)=C4C5C=CC(C6C(=O)N(c7ccc(C)cc7C)C(=O)C56)C4C3C2=O)c(C)c1 (stereo unspecified)	-9%	-33%[inhibitor]	-3%	?	20%	-19%	21	-10	10%
COc1ccc(C)c2sc(N(CCCN(C)C)C(=O)c3ccc(S(=O)(=O)N4CCc5ccccc5C4)cc3)nc12	-12%	-47%[inhibitor]	10µM*	?	?	-17%	4	-5	0%
COc1ccc(CCNc2nc3cc(OC)c(OC)cc3c3nc(-c4ccccc4)nn23)cc1OC	-20%	-95%[inhibitor]	-15%	13%	2%	nt	nt	2	nt
CSCc1ccc(C(=O)NC(C)c2ccc(-n3ccnc3)cc2)cc1 (stereo unspecified)	-1%	-11%	-5%	10%	3%	10%	-12	-2	-3%

Structures listed so far with an aryl methoxy group:
SMILES	TDP-43 yeast inh	PTHR1 agonist	KB-V1 MDR tox	GLP1R inv ag	GLP1R cytotox	GLP-1R agonist	D3 antag	DRD3 agonist	aSyn yeast inh
COc1ccc([C@H]2CC(=O)C=C(c3ccc(F)cc3OCc3ccccc3)C2)cc1OC	22%	-31%[inhibitor]	0%	?	1%	?	116	73*	4%
CCCc1c(-c2cccc(Br)c2)ncn1Cc1ccccc1OC	17%	-1%	18µM*	?	-1%	-6%	11	7	6%
COc1cccc(C(=O)Nc2nc(-c3nnn(-c4cc(C)ccc4C)c3C)ns2)c1	16%	-90%	-10%	-12%	4%	nt	nt	4	nt
CCC1Oc2ccccc2N(CC(=O)Nc2ccccc2OC)C1=O (stereo unspecified)	3%	-5%	-11%	0%	-2%	16%	13	18	12%
COc1ccc(OC)c(NC(=O)c2ccc(-n3cccn3)nc2)c1	13%	i	-15%	3%	-4%	-9%	12	-2	-9%
COc1ccc(C)c2sc(N(CCCN(C)C)C(=O)c3ccc(S(=O)(=O)N4CCc5ccccc5C4)cc3)nc12	-12%	-47%[inhibitor]	10µM*	?	?	-17%	4	-5	0%
COc1ccc(CCNc2nc3cc(OC)c(OC)cc3c3nc(-c4ccccc4)nn23)cc1OC	-20%	-95%[inhibitor]	-15%	13%	2%	nt	nt	2	nt
